HT1080 IDH1KD tx – toxicity to HT-1080 IDH1 knockdown cells (counter line). HT-1080 IDH1 knockdown viability, ATP luminescence, 48 h. Potency, µM (doses to about 46.1 µM), for the others: at the top dose activity, negative = toxicity, most hits filed as cytotoxic. 360,000 tested, 2% active. AID 686971;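 further: potency means the concentration at half of the fitted maximal effect; 0% = DMSO wells and -100% = cell-free medium wells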
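HT-1080-IDH1KD cells (IDH1 knocked down), 750/well in RPMI with 5% FBS, treated with compound 48 h at 37 degrees C. Viability by CellTiter-Glo luminescence, normalised to DMSO and no-cell wells; concentration-response curves classed.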
IL-1B inflam inh – blocks inflammasome-driven IL-1 beta release; THP-1 LPS/ATP IL-1B secretion, AlphaLISA, 16 h; stronger effect = lower value; activity change, % at 57.5 µM; 360,000 tested, 4.7% active; in the data active means activity change below about -50%; inconclusive means mostly about -30% to -49%; further: on the % scale 0 is the no-effect control and ±100 the full control effect
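THP-1 cells pretreated 1 hr with compounds (up to 57.5 uM final), then stimulated with LPS (250 ng/mL final) plus ATP (1.25 mM final); secreted IL-1B measured by AlphaLISA after 16 hr, decreased signal indicating inhibition.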
KB-3-1 tox – kills parental KB-3-1 adenocarcinoma cells; KB-3-1 viability, CellTiter-Glo ATP luminescence, 72 h; Potency, µM (series often up to 46.1 µM), for the others: top-dose activity change, negative = cytotoxic, hits mostly cytotoxic; 400,000 tested, 1.4% active; AID 1347075; further: potency means the concentration at half of the fitted maximal effect; on the % scale 0 is the no-effect control and ±100 the full control effect; nearly all actives have a fitted effect of over 60% in size
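Cells are dispensed, compounds pinned in, plates held at 37 °C for 72 h, then CellTiter-Glo is added and luminescence read after 10 minutes. Cell line: parental KB-3-1 in phenol-red-free DMEM, 10% FBS.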
ATXN2 expr inh – ATXN2 expression inhibition; HEK-293 ATXN2-luciferase reporter, luminescence, 24 h; 360,000 tested, 0.72% active; AID 1745845; Potency, µM (series often up to 57 µM), without a hit: top-dose activity change, negative = inhibition, most hits filed as inhibitors; further: potency means the concentration at half of the fitted maximal effect; on the % scale 0 is the no-effect control and ±100 the full control effect; nearly all actives have a fitted effect of over 55% in size
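qHTS (up to 57 uM final) was run with 24 h compound exposure of reporter cells at 37 °C. Each well was multiplexed: SteadyGlo luminescence measured ATXN2-luciferase expression after a fluorogenic Gly-Phe-AFC viability readout (25 uM final).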
ATXN viability – cell viability loss in ATXN counter-screen; S2 cells (HEK-293 line with an ATXN2-luciferase reporter) viability, CellTiter-Fluor protease fluorescence, 24 h; Potency, µM (highest dose often 56.7 µM), hits mostly cytotoxic; 400,000 tested, 0.49% active; AID 651635; further: potency means the concentration at half of the fitted maximal effect; nearly all actives have a fitted effect of over 40% in size
HT1080NT lethal – kills 2HG-producing HT-1080-NT fibrosarcoma cells. HT-1080-NT fibrosarcoma viability, CellTiter-Glo ATP luminescence, 48 h. Potency, µM (doses to about 46.1 µM), inactives show top-dose activity, negative = less viability, actives largely listed as cytotoxic. 360,000 tested, 1.6% active;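 further: NT is the 2HG producing partner of a matched IDH1 knockdown line; potency means the concentration at half of the fitted maximal effect; 0% = DMSO-treated cells and -100% = media-only wells without cells; nearly all actives have a fitted effect of over 55% in size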
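Read-out is CellTiter-Glo luminescence after 10 minutes at room temperature, following 48 hours' compound treatment of HT-1080-NT cells (750 cells/well, RPMI, 5% FBS, 37 degrees C).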
KB-V1 cytotox – kills drug-selected multidrug resistant KB-V1 cells | KB-V1 MDR cells viability, CellTiter-Glo, 72 h | AID 1347076 | 400,000 tested, 3.4% active | Potency, µM (doses to about 46.1 µM), for the others: at the highest dose activity change, negative = cytotoxicity, usual class: cytotoxic; further: potency means the concentration at half of the fitted maximal effect; on the % scale 0 is the no-effect control and ±100 the full control effect; nearly all actives have a fitted effect of over 60% in size
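In this primary screen, KB-V1 cells overexpressing P-gp are incubated with library compounds (lowest to highest concentration) for 72 h at 37 degrees C before a luminescent ATP viability read.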
SW480 rerep – induces DNA re-replication in SW480 colon adenocarcinoma cells | Potency, µM (titrated, usually from 46.1 µM), inactives show top-dose re-replication activation, most hits filed as activators | 340,000 tested, 1.8% active | SW480 DNA re-replication, Hoechst DNA content imaging, 48 h | AID 624297; further: potency means the concentration at half of the fitted maximal effect; % of control where 0% means no effect; nearly all actives have a fitted effect of over 55% in size
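DNA re-replication was detected as more nuclei of elevated Hoechst intensity after 48 hr exposure to compound (23 nL pinned per well of 250 cells).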
MCF10A rerep – DNA re-replication induction in MCF 10a cells | MCF 10A DNA re-replication, Hoechst nuclear intensity, 48 h | Potency, µM (highest dose often 46.1 µM), for the others: at the top dose activity, positive = re-replication, usual class: activators | 350,000 tested, 2.9% active | AID 624296; further: potency means the concentration at half of the fitted maximal effect; % of control where 0% means no effect; nearly all actives have a fitted effect of over 50% in size
Starred values were filed as active, the others as inactive; i = inactive; ? = inconclusive; / = no result given; & = joins results of further samples; ! = not confirmed by another sample; [ ] = dose if it differs, or a comment. Unless noted, the call rests on the fitted dose curve; in most records, active means well fitted curve in the direction sought with a large enough effect; inconclusive means small, poorly fitted or top-dose-only effect, or another doubt; inactive means no such curve, though single readings can be large; an effect the other way counts as inactive or inconclusive. Hits appear at their usual frequency (roughly 11% active in at least one column).

SMILES	HT1080 IDH1KD tx	IL-1B inflam inh	KB-3-1 tox	ATXN2 expr inh	ATXN viability	HT1080NT lethal	KB-V1 cytotox	SW480 rerep	MCF10A rerep
CCOC(=O)c1ccc(NC(=S)NCCc2ccccc2F)cc1	-7%	72	3%	1%	i	-17%	?	2%	17%
CCCCNC(=O)C1(C)CCN1C(=O)c1cccc2c1OCCO2 (stereo not given)	26%	12	0%	8%	i	5%	-1%	/	/
O=C(c1ccco1)N1CCN(Cc2ccc(Cl)cc2)CC1	19%	-1	-4%	-1%	i	8%	0%	-1%	-1%
COc1ccc2cc(C[C@@H]3CC[C@@H](CNC(N)=O)O3)ccc2c1	0%	4	0%	16%	i	0%	0%	-7%	-4%
CCCn1c(=O)c(C(=O)NNS(=O)(=O)c2ccc(C)cc2)c(O)c2ccccc21	33µM*	14	?	-13%	i	?	?	3%	?
CCn1c(NCc2ccc(N(C)C)cc2)nc2ccccc21	12%	-7	1%	19%	i	0%	?	?	17%
CC(=O)N/C(=C/c1ccc2c(c1)OCO2)C(=O)NC(Cc1ccccc1)C(=O)O (stereo not given)	1%	-11	8%	-9%	i	-3%	6%	0%	2%
COc1cccc(-n2c(=O)n(Cc3ccccc3)c(=O)c3[nH]cnc32)c1	-8%	-4	11%	15%	i	-8%	0%	4%	1%
CC(C)NC(=O)c1onc(CSc2ccc(F)c(F)c2)c1C(=O)NC(C)C	-3%	-24	-1%	-17%	i	0%	8%	-42%[inhibitor]	?
CC(OC(=O)Cn1[nH]c(=O)c2ccccc2c1=O)C(=O)Nc1ccc(F)cc1 (stereo not given)	14%	7	7%	1%	?	9%	7%	-5%	2%
CC1CCN(S(=O)(=O)c2ccc3[nH]c(=O)ccc3c2)CC1	1%	30	-8%	14%	i	-5%	-1%	1%	-2%
CC1CC(=O)Nc2ccccc2N1C(=O)Cn1cnc2ccc(Br)cc2c1=O (stereo not given)	12%	-9	-2%	7%	i	7%	?	-2%	1%
CCN(C(=S)Nc1cccnc1)c1cccc2ccccc12	1%	36	4%	/	i	4%	-22%	-132%[inhibitor]	7%
Cc1cc(NC(=O)c2cccc(S(=O)(=O)N3CC(c4ccccc4)CC3=O)c2)no1 (stereo not given)	-4%	33	10%	-16%	i	8%	1%	-3%	6%
CCCC(O)(CCN1CCCCC1)c1ccc(OCC)cc1 (stereo not given)	-3%	-1	-1%	-15%	i	0%	0%	0%	3%
COc1ccc(C(=O)N2CCC3(CC2)NCCc2[nH]cnc23)cc1OC	4%	-9	1%	/	i	10%	?	-3%	-2%
Cc1c(C)c2c(C)nn(-c3ccccc3)c2[nH]c1=O	-10%	23	15%	10%	i	0%	4%	11%	-177%[0.0737 µM]
COc1ccc(CCC(=O)N2CCN(S(=O)(=O)c3ccc(C)cc3)CC2)cc1	0%	-22	-9%	-27%	i	9%	-24%	0%	9%
O=C(O)c1ccc2c(c1)C(=O)N(c1cc(C(=O)O)ccc1Br)C2=O	0%	21	0%	1%	i	0%	3%	-4%	1%
COc1cc(C(=O)N2CCN(Cc3ccc4c(c3)OCO4)CC2)cc(OC)c1OC	18%	7	2%	0%	i	16%	?	-5%	6%
CCN1CCN(C(=O)c2ccc3c(=O)n(C4CCCC4)c(=S)[nH]c3c2)CC1	-5%	66	1%	3%	i	-1%	0%	-5%	17%
CCOC(=O)C1=C(C)Nc2ncnn2C1c1ccc(N(C)C)cc1 (stereo not given)	0%&-2%	14&21	-7%&-1%	9%&5%	i	7%&4%	?	1%&-4%	-6%&5%
CCOC(=O)C1=NOC2C(=O)N(c3ccc(Cl)cc3Cl)C(=O)C12 (stereo not given)	6%	-12	-1%	-7%[11.3 µM]	i	14%	11%	-14%	-9%
COc1ccc2c(c1)C(=O)OC2CC(=O)O (stereo not given)	14%	33	6%	2%	i	11%	22%	-1%	4%
CC(C)C(NS(=O)(=O)c1ccc2c(c1)oc(=O)n2C)C(=O)N1CCN(C2CCCCC2)CC1 (stereo not given)	7%	8	-2%	6%	i	1%	15%	-5%	13%
CCCNC(=O)CCn1c(=S)oc2ccccc21	13%	-12	-2%	-2%	i	4%	-1%	-1%	5%
C=CCNc1nc2cc(-c3ccc(C(=O)N4CCOCC4)cc3)sc2c(=O)n1C	?	13	?	13%	i	?	-18%	/	/
N#Cc1nc(COc2ccccc2F)oc1NCc1ccc(F)cc1	-1%	-16	3%	8%	i	5%	9%	-7%	?
COC(CNC(=O)C1CCN(S(=O)(=O)c2cccc3nsnc23)CC1)OC	6%	1	1%	/	i	5%	-11%	10%	-6%
O=C(CSc1nnc(NC(=O)c2ccc(F)cc2)s1)NC1CCCC1	5%	-19	16%	-9%	i	3%	0%	-16%	-5%
CCCCCSc1nc2c(c(=O)[nH]c(=O)n2C)n1C	1%	-2	6%	10%	i	-8%	1%	1%	7%
CCc1ccccc1NC(=S)NNC(=O)c1ccccc1Cl	11%	5	-6%	/	i	-3%	10%	1%	12%
O=C(CSc1nc2cc([N+](=O)[O-])ccc2n1-c1ccccc1)NCc1ccc2c(c1)OCO2	-3%	7	9%	-23%	i	-3%	-5%	-6%	0%
CC(C)Cn1cnc2c(N)nc3ccccc3c21	-12%	11	0%	22µM*!	i	-13%	?	0.58µM*!	?
Cc1ccc(OCC(=O)N/N=C/C=C/c2ccco2)cc1C	-18%	?	-2%	-9%	i	4%	-17%	7%	?
COC(=O)C1=C(C(=O)OC)[C@@H]2N(Cc3ccccc3)c3ccccc3[C@@]23C[C@@H](C(=O)OC)N(C(=O)C2CCC2)C3=N1	5%	10	-4%	2%	i	2%	-16%	-9%	-16%
COc1ccccc1CNC(=O)C(CCSC)NC(=O)c1cccc(S(=O)(=O)N2CCOCC2)c1 (stereo not given)	23%	1	-23%	12%	i	4%	5%	-5%	7%
CN1CCN(CCCCOc2ccccc2-c2ccccc2)CC1	-17%	?	-4%	-24%	i	-23%	10%	-12%	5%
CCc1ccccc1NC(=O)CSc1nc2c(oc3ccccc32)c(=O)n1-c1ccccc1	/	/	-1%	0%	i	/	-1%	/	/
Cc1ccccc1N1C(=O)c2ccccc2N2C(=O)c3ccccc3C12 (stereo not given)	-11%	3	-2%	-10%	i	0%	-4%	-5%	4%

Single records (already shown):
`CCOC(=O)C1=NOC2C(=O)N(c3ccc(Cl)cc3Cl)C(=O)C12` (stereo not given) is entered as HT1080 IDH1KD tx = 6%; IL-1B inflam inh = -12; KB-3-1 tox = -1%; ATXN2 expr inh = -7%[11.3 µM]; ATXN viability = i; HT1080NT lethal = 14%; KB-V1 cytotox = 11%; SW480 rerep = -14%; MCF10A rerep = -9%
`CCOC(=O)C1=C(C)Nc2ncnn2C1c1ccc(N(C)C)cc1` (stereo not given) is entered as HT1080 IDH1KD tx = 0%&-2%; IL-1B inflam inh = 14&21; KB-3-1 tox = -7%&-1%; ATXN2 expr inh = 9%&5%; ATXN viability = i; HT1080NT lethal = 7%&4%; KB-V1 cytotox = ?; SW480 rerep = 1%&-4%; MCF10A rerep = -6%&5%

The listing continues.
SMILES	HT1080 IDH1KD tx	IL-1B inflam inh	KB-3-1 tox	ATXN2 expr inh	ATXN viability	HT1080NT lethal	KB-V1 cytotox	SW480 rerep	MCF10A rerep
O=C(CSc1ncccc1C(=O)O)Nc1ccc2c(c1)OCCO2	6%	-2	3%	-23%	i	2%	13%	-11%	6%
C=CCOc1ccccc1/C=C/C(=O)O	8%	-17	3%	-5%	i	1%	19%	-14%	0%
O=c1[nH]c(=S)[nH]cc1S(=O)(=O)c1cccc(Cl)c1	16%	2	1%	-10%	i	18%	25%	-7%	-2%
COCCOC(=O)C1=C(C)NC(C)=C(C(=O)OC/C=C/c2ccccc2)C1c1cccc([N+](=O)[O-])c1 (stereo not given)	/	/	/	?	i	/	/	30µM*	-2%
CC(C)C(OC(=O)CN1C(=O)COc2ccccc21)C(=O)NC1CCCC1 (stereo not given)	2%	-1	0%	-4%	i	15%	6.5µM*	-7%	-2%
COCC(=O)Nc1cc(OC)c(Cl)cc1OC	9%	5	10%	4%	i	15%	8%	-4%	-2%
Cc1ccc(C(c2sc3nc(C)nn3c2O)N2CCOCC2)cc1 (stereo not given)	12%	7	9%	6%	i	10%	25%	-3%	11%
CCC(=O)NC(NC(=S)Nc1cccc2cccnc12)C(Cl)(Cl)Cl (stereo not given)	-1%	5	-2%	-4%	i	-1%	-9%	4%	-1%
O=C(CSc1nc2[nH]c(=O)cc(O)c2s1)Nc1ccc(Cl)c(C(F)(F)F)c1	0%	-3	17%	10%	i	-1%	?	-6%	-2%
CC1=C(c2ccc(Cl)cc2)[N+](=O)C(C)(C)N1[O-]	7%	-3	-9%	8%	i	-5%	-1%	-16%	-2%
O=C(CSc1nnc(NC(=O)C2CC(=O)N(c3ccccc3)C2)s1)NCc1ccco1 (stereo not given)	5%	-5	-19%	-1%	i	14%	29%	15%	3%
Cc1cc(Cl)c(OCCCSc2nc(C)cc(=O)[nH]2)c(Br)c1	-4%	-11	0%	0%	i	11%[9.24 µM]	-18%	-4%	?
CCc1ccc(NC(=O)CN(c2ccc(OC)cc2)S(=O)(=O)c2c(C)[nH]c(=O)[nH]c2=O)cc1	1%	11	1%&0%	-5%	i	1%	?	-13%	0%
CN(CC(=O)Nc1ccc(Cl)c(C(F)(F)F)c1)C(=O)CNC(=O)C1CCCCC1	-3%	10	3%	-7%	i	0%	9%	-13%	-4%
COc1ccc(-c2cnc3c(NC(C)=O)cc(-c4ccc(C(=O)N5CCOCC5)cc4)cn23)cc1OC	-22%	?	0%	-13%	i	?	3%	/	/
COC(=O)Cc1c[nH]c2cccc(OCC(O)CN(Cc3ccccc3)C(C)C)c12 (stereo not given)	-21%	-18	0%	-17%	i	-9%	?	10%	13%

Source: PubChem BioAssay (National Center for Advancing Translational Sciences (NCATS))
